High-throughput results deposited in PubChem by several laboratories.
Runt-CBFb FRET: inhibitors of RUNX1 Runt–CBFb binding, primary screen, biochemical, FRET, Cerulean-Runt, Venus-CBFb, uHTS; inhibition, % at 20 µM; 220,000 tested, 0.46% active; Runt-related transcription factor 1 (Homo sapiens) + Core-binding factor subunit beta …; AID 1496, 2009; Cerulean-Runt/Venus-CBFb FRET ratio 530/480, 1 h;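 active = inhibition over about 50% at 20 µM in the single-dose screen, limit read from the data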;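 also: 0% = DMSO wells and 100% = excess unlabeled CBFb competitor control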
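Schedule: protein complex preformed 1 h, compound exposure 1 h, room temperature, dark; test system: Cerulean-labeled Runt domain protein; amount: 100 nM per protein; buffer or medium: Tris 50 mM pH 7.5, KCl, K2SO4, 0.01% BSA; read-out: loss of energy transfer signal; detection: FRET fluorescence; controls: 5 µM unlabeled CBFb as full-inhibition high control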
S1P4 ag: S1P4 receptor agonists, primary screen, cell-based | S1P4-expressing cell line, agonist reporter assay | 220,000 tested, 0.35% active | activation, % at 4.98 µM | Sphingosine 1-phosphate receptor 4 (Homo sapiens), O95977; in the data active = activation above about 11%;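 also: 0% = DMSO vehicle and 100% = reference agonist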
BaF3 parental: parental Ba/F3 cell viability inhibition, counter-screen for JAK2V617F inhibitor project, murine pro-B, CellTiter-Glo luminescence. CellTiter-Glo ATP luminescence. inhibition, % at 5.6 µM. 220,000 tested, 1.1% active;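 active = inhibition above a per-campaign cutoff, the mean inhibition of all tested compounds plus 3 SD, cut at about 27% in these data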;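 also: 0% = DMSO wells and 100% = JAK Inhibitor I control wells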
Ba/F3 V617F tox: reduced viability of JAK2V617F-dependent Ba/F3 cells, primary screen, JAK2V617F inhibitor project, cell-based, Ba/F3 EpoR-JAK2V617F, luminescence. ATP luminescence. inhibition, % at 5.6 µM. 220,000 tested, 1.1% active. AID 1446, 2008;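 active = inhibition above the campaign mean plus 3 SD over all tested compounds, cut at about 24% in these data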;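 also: cytokine-independent growth of Ba/F3 cells driven by EpoR plus mutant JAK2; 0% = DMSO-treated cells and 100% = JAK inhibitor I control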
RBBP9 inhibitor: human RBBP9 inhibitors, primary screen, biochemical, fluorescence polarization, FP-Rh probe, HTS. Serine hydrolase RBBP9 (Homo sapiens), O75884. recombinant RBBP9. inhibition, % at 7.94 µM. 220,000 tested, 0.2% active. AID 1515, 2009;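 active = inhibition above the campaign mean of all tested compounds plus 3 SD, cut at about 14% in these data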;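 also: plate controls were DMSO wells with RBBP9 for no effect and wells lacking RBBP9 protein for full effect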
Target sequence (O75884 whole entry, looked up): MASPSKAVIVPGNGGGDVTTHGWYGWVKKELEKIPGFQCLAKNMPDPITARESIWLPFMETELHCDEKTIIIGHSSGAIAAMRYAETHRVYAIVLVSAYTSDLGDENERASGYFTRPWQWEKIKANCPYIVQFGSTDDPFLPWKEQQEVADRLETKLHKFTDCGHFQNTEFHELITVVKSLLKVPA
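Measured by – fluorescence polarization · Test system – RBBP9 protein · Input – 2.5 µM RBBP9 dispensing solution, before mixing · Measure – percent inhibition from mP, scaled between DMSO and no-protein wells · Benchmarks – DMSO-treated enzyme wells and wells lacking RBBP9 · Times – preincubation 30 min plus labeling 45 min at 25 °C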
NPY-Y2 PAM-ag: NPY-Y2 potentiators or agonists, primary screen, cell-based; Neuropeptide Y receptor type 2 (Homo sapiens), P49146; cells expressing NPY-Y2, potentiator/agonist read-out; activation, % at 3.6 µM; 220,000 tested, 0.45% active; AID 1359, 2008; in the data active = activation above about 27%;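 also: cells stimulated with NPY near EC25 plus isoproterenol at EC100; 0% = vehicle plus submaximal agonist and 100% = vehicle plus saturating agonist; some results beyond the cut were filed as inactive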
Target sequence (P49146 whole entry, looked up): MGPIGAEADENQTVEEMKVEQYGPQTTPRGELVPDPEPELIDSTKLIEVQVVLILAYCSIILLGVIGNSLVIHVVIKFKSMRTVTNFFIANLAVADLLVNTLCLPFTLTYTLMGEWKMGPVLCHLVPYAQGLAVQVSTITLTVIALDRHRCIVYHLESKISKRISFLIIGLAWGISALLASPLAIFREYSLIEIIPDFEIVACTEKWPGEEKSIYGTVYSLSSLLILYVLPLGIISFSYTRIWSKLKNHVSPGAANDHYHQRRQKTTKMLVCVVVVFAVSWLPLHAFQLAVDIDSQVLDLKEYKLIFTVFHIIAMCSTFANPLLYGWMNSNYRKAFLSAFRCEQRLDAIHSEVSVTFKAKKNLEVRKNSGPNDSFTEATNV
NPY Y1 blocker: NPY-Y1 receptor antagonists, primary screen, cell-based. Neuropeptide Y receptor type 1 (Homo sapiens), P25929. HEK293-CNG Y1 cells, membrane potential fluorescence; NPY at EC95, then isoproterenol. inhibition, % at 3.6 µM. 200,000 tested, 1% active;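 active = inhibition above the campaign mean inhibition of all tested compounds plus 3 SD, cut at about 20% in these data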;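 also: 0% = DMSO wells given NPY plus isoproterenol and 100% = isoproterenol alone without NPY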
Target sequence (P25929 whole entry, looked up): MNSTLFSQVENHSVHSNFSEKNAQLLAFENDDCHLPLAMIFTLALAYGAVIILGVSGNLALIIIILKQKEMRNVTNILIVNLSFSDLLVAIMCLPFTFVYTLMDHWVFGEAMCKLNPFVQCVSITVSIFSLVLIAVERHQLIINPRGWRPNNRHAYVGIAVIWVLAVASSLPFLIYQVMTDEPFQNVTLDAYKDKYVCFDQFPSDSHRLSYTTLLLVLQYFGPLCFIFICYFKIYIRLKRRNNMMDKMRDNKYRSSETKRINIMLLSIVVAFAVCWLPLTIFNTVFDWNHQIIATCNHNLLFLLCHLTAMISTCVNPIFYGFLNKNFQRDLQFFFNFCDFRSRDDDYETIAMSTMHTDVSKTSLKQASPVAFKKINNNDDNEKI
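Material: HEK293 Y1/CNG channel cell line | Also added: NPY (25 nM), isoproterenol (1 µM), Ro 20-1724 (25 µM) | Compound: One concentration, 3.6 µM, in 0.4% DMSO | Schedule: 3 h dye uptake, 1 h room-temperature compound, 45 min post-isoproterenol | Signal: Membrane-potential fluorescent dye readout | Read-out: % inhibition of NPY effect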
NPY-Y1 PAM-ag: NPY-Y1 receptor potentiators or agonists, primary screen, cell-based | Neuropeptide Y receptor type 1 (Homo sapiens), P25929 | NPY-Y1 expressing cells, potentiator/agonist activation | activation, % at 3.6 µM | 220,000 tested, 0.37% active | AID 1304, 2008; in the data active = activation above about 33%, passing the limit was not always enough;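 also: cells stimulated with NPY at EC10 then isoproterenol at EC100; 0% = low agonist plus stimulus and 100% = saturating agonist plus stimulus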
S1P4 antagonist: S1P4 receptor antagonists, primary screen, cell-based | S1P4-expressing cells, antagonist mode, reporter read-out | inhibition, % at 4.98 µM | 220,000 tested, 0.26% active; in the data active = inhibition above about 29%;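 also: 0% = wells stimulated with agonist and 100% = vehicle wells without agonist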
The depositor's hits bear a star; . = not tested or not shown.

1) COc1ccccc1N1CCN(C(=O)COc2cc(C)ccc2C)CC1
2) CCOC(=O)CC1C(=O)NCCN1Cc1cccs1 (centres undefined)
3) C[C@@H]1O[C@@H](OC[C@H]2O[C@@H](Oc3c(-c4ccc(O)c(O)c4)oc4cc(O)cc(O)c4c3=O)[C@H](O)[C@@H](O)[C@@H]2O)[C@H](O)[C@H](O)[C@H]1O
4) Cc1cc(C(F)(F)F)nn1C(=O)c1cccnc1Cl
5) Cc1c(C(=O)NCc2cccs2)oc2ccccc12
6) O=C(Cc1c(Cl)cccc1Cl)NC1=NCCS1

compound no.	1	2	3	4	5	6
Runt-CBFb FRET	-4	0	6	0	-2	0
S1P4 ag	0.6	0.4	1.6	1.5	-3.7	1.3
BaF3 parental	3	4	-7	10	3	1
Ba/F3 V617F tox	-3	0	-4	0	-3	-4
RBBP9 inhibitor	9	3	-18	4	5	-1
NPY-Y2 PAM-ag	13	15	8	0	4	-1
NPY Y1 blocker	-1	-4	3	-2	-1	3
NPY-Y1 PAM-ag	1	31	19	5	-1	13
S1P4 antagonist	-10	14	-13	5	-19	-10

7) CCOC(=O)c1cc2c(=O)n3ccccc3nc2n(CCCOC)c1=NC(C)=O
8) COCCn1c(=NC(=O)C(C)(C)C)sc2cc([N+](=O)[O-])ccc21
9) COc1ccc(OC)c(NC(=O)CN(Cc2ccccc2)S(C)(=O)=O)c1
10) Cc1onc(-c2ccccc2)c1C(=O)Nc1ccc(S(=O)(=O)N2CCCC2)cc1
11) COc1ccc2nc(/N=C(\N)NC(=O)N3c4ccccc4Sc4ccccc43)nc(C)c2c1
12) CCOC(=O)c1c(NC(=O)OC)sc(C(=O)N(CC)CC)c1C

compound no.	7	8	9	10	11	12
Runt-CBFb FRET	56*	0	0	.	2	19
S1P4 ag	8.4	-0.1	0.2	-1.1	0.5	1.9
BaF3 parental	-1	9	1	9	7	2
Ba/F3 V617F tox	-1	-2	2	8	0	0
RBBP9 inhibitor	-3	-2	-7	-11	-1	-8
NPY-Y2 PAM-ag	8	13	-10	-5	5	-6
NPY Y1 blocker	-1	0	-2	2	3	3
NPY-Y1 PAM-ag	4	14	-12	0	-2	-40
S1P4 antagonist	-16	-25	3	6	-15	-12

13) O=c1c2ccccc2nc(/C=C/c2cccnc2)n1Cc1ccccc1
14) O=c1[nH]cnc2c([N+](=O)[O-])cccc12
15) COc1ccc(-c2nc3ccccc3n2Cc2ccc(C)cc2)cc1
16) CCCCCOc1ccc(NS(C)(=O)=O)cc1
17) Cc1c(N=C/C=C2\N(C)c3ccccc3C2(C)C)c(=O)n(-c2ccccc2)n1C
18) Cc1ccc(SCCNC(=O)/C=C/c2ccc(Cl)cc2)cc1

compound no.	13	14	15	16	17	18
Runt-CBFb FRET	-35	1	-3	2	-4	0
S1P4 ag	-0.5	-3.8	-0.2	-1.9	-1.4	-0.7
BaF3 parental	-4	1	6	2	-1	0
Ba/F3 V617F tox	-3	0	2	1	-5	-3
RBBP9 inhibitor	15*	-5	-9	-2	-5	-9
NPY-Y2 PAM-ag	-14	-9	-16	0	12	-1
NPY Y1 blocker	-1	4	15	4	-8	9
NPY-Y1 PAM-ag	-8	15	-16	7	21	-23
S1P4 antagonist	1	4	10	3	-19	-11

19) CN1CCN(C(c2cccc(C(F)(F)F)c2)c2nnnn2C(C)(C)C)CC1 (centres undefined)
20) COc1ccc(NC(=O)c2cc3c(s2)CCC(C)C3)cc1S(=O)(=O)N1CCOCC1 (centres undefined)
21) CCOC(=O)c1cc(C(=O)c2cc(Cl)ccc2O)coc1=N
22) CC(=O)c1c(C)[nH]c(C(=O)CSc2nnc(C)s2)c1C
23) Cn1c(=O)c2c(nc(-n3ccnc3)n2Cc2ccc([N+](=O)[O-])cc2)n(C)c1=O
24) CCCc1cc(=O)[nH]c(SCC(=O)OCc2ccccc2)n1

compound no.	19	20	21	22	23	24
Runt-CBFb FRET	0	-3	12	1	-1	-2
S1P4 ag	1.7	1.9	-0.8	-2.8	1.3	1.8
BaF3 parental	2	4	8	10	1	3
Ba/F3 V617F tox	1	0	5	8	-8	1
RBBP9 inhibitor	-2	-11	-3	-10	10	-4
NPY-Y2 PAM-ag	-9	2	6	-18	9	-3
NPY Y1 blocker	-1	-3	-4	-2	4	8
NPY-Y1 PAM-ag	-22	8	-5	-3	22	-17
S1P4 antagonist	-9	-17	-9	22	3	-18

25) COc1ccc(OC)c(NC(=O)CCNS(=O)(=O)c2cccs2)c1
26) CCCCc1c(O)nc2ccccn2c1=O
27) COC(=O)c1cn(N(C)c2ncc(C(F)(F)F)cc2Cl)c(=O)c2ccccc12
28) O=C(CN1CCN(Cc2ccc3c(c2)OCO3)CC1)Nc1cc(S(=O)(=O)N2CCCC2)ccc1Cl
29) CCOC(=O)c1c(C)[nH]c(C(=O)CN2C(=O)NC(C)(c3ccc4ccccc4c3)C2=O)c1C (centres undefined)
30) O=C(CCCN1C(=O)/C(=C/c2ccccc2Cl)SC1=S)NNC(=O)c1cccnc1

compound no.	25	26	27	28	29	30
Runt-CBFb FRET	0	0	0	-3	-6	0
S1P4 ag	-0.2	1.8	-1.6	1.0	-5.0	-0.2
BaF3 parental	0	3	6	0	0	1
Ba/F3 V617F tox	-2	-3	1	-2	-3	4
RBBP9 inhibitor	-4	-4	-2	-11	-38	-14
NPY-Y2 PAM-ag	6	-1	-9	0	5	-34
NPY Y1 blocker	0	5	11	0	-4	.
NPY-Y1 PAM-ag	5	10	-33	-2	6	4
S1P4 antagonist	12	0	-13	-23	-7	6

Structures listed above printed as active in RBBP9 inhibitor:
#	mol	Runt-CBFb FRET	S1P4 ag	RBBP9 inhibitor	NPY-Y2 PAM-ag	NPY Y1 blocker	NPY-Y1 PAM-ag	S1P4 antagonist
13	O=c1c2ccccc2nc(/C=C/c2cccnc2)n1Cc1ccccc1	-35	-0.5	15*	-14	-1	-8	1

Continued:
31) COc1ccc(OCC(=O)N2CCN(C(=O)c3cccc(F)c3)CC2)cc1
32) COCCNC(=O)/C(C#N)=C/C=C/c1ccccc1
33) CC1CC(=O)c2cnc(NCc3ccco3)nc2C1 (centres undefined)
34) CC(=O)c1c(O)cc(C)n(Nc2nc(C)cc(C)n2)c1=O
35) CC(=O)Nc1ccc(OCC(O)Cn2ccnc2)cc1 (centres undefined)
36) Cn1c(SCC(=O)NCc2ccc(F)cc2)nc2ccccc21

compound no.	31	32	33	34	35	36
Runt-CBFb FRET	0	0	3	0	.	-2
S1P4 ag	4.3	0.9	2.4	1.3	0.7	-0.9
BaF3 parental	1	2	3	1	-2	5
Ba/F3 V617F tox	-1	0	-1	0	-5	-2
RBBP9 inhibitor	-1	2	-6	-7	-9	-2
NPY-Y2 PAM-ag	-21	14	4	-10	-9	-1
NPY Y1 blocker	7	5	-3	5	4	6
NPY-Y1 PAM-ag	-23	7	5	12	1	-52
S1P4 antagonist	-10	-2	-19	-10	5	-3

37) COC(C(=O)Nc1cc([N+](=O)[O-])ccc1C)c1ccccc1 (centres undefined)
38) CCOC(=O)c1sc(NC(=O)c2ccncc2)nc1C
39) O=C1c2cccnc2C(O)N1Cc1ccco1 (centres undefined)
40) O=S(=O)(Nc1ccc2cn[nH]c2c1)c1ccccc1
41) Cc1ncsc1C(=O)Nc1nc2c(s1)CC(C)CC2 (centres undefined)
42) O=[N+]([O-])c1cccc(C2=NCCC(c3ccccc3)O2)c1 (centres undefined)

compound no.	37	38	39	40	41	42
Runt-CBFb FRET	1	0	3	-1	-2	-1
S1P4 ag	2.2	1.5	2.2	1.9	0.9	0.9
BaF3 parental	1	-1	1	3	7	1
Ba/F3 V617F tox	-2	-4	2	4	4	3
RBBP9 inhibitor	3	3	-6	2	-5	-13
NPY-Y2 PAM-ag	10	-2	2	-3	8	10
NPY Y1 blocker	1	-2	-3	-1	-3	-6
NPY-Y1 PAM-ag	11	0	-15	8	-12	2
S1P4 antagonist	-25	-17	2	-14	-12	-4

43) COc1cc(C)nc(N2CCCC(C(=O)Nc3cc(Cl)ccc3OC)C2)n1 (centres undefined)
44) O=C(NCc1cccnc1)c1ccc(-c2cc3ccccc3oc2=O)cc1
45) C=CCn1c(-c2cccc(OCC)c2)n[nH]c1=S
46) CCN(CC)CCOC(=O)c1cccc2c1-c1ccccc1C2O (centres undefined)
47) Cc1c(C(=O)NCC2COc3ccccc3O2)oc2ccc(S(=O)(=O)N3CCOCC3)cc12 (centres undefined)

compound no.	43	44	45	46	47
Runt-CBFb FRET	-5	-3	5	1	-1
S1P4 ag	-1.2	0.7	2.7	-1.1	0.0
BaF3 parental	1	2	8	0	3
Ba/F3 V617F tox	1	3	3	-1	0
RBBP9 inhibitor	-10	-2	-1	-3	-7
NPY-Y2 PAM-ag	1	11	3	-8	32
NPY Y1 blocker	0	-4	2	.	-4
NPY-Y1 PAM-ag	-11	-7	2	-5	35
S1P4 antagonist	-26	-8	-6	-6	9

In the list so far, two have a tert-butyl group:
8) COCCn1c(=NC(=O)C(C)(C)C)sc2cc([N+](=O)[O-])ccc21
19) CN1CCN(C(c2cccc(C(F)(F)F)c2)c2nnnn2C(C)(C)C)CC1 (centres undefined)

compound no.	8	19
Runt-CBFb FRET	0	0
S1P4 ag	-0.1	1.7
BaF3 parental	9	2
Ba/F3 V617F tox	-2	1
RBBP9 inhibitor	-2	-2
NPY-Y2 PAM-ag	13	-9
NPY Y1 blocker	0	-1
NPY-Y1 PAM-ag	14	-22
S1P4 antagonist	-25	-9
